# Screening results (PubChem BioAssay)
# MT1-MMP txn act = MT1-MMP promoter reporter activation – cell-based, luciferase luminescence, primary screen | HT1080 MT1-MMP promoter luciferase reporter, overnight; active compounds read high | activation factor at 10 µM | hit rate 0.16% among 86,000 | AID 750, 2007;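 active = activation factor of at least 2 for MT1-MMP transcription at 10 µM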
# CD11b adhes inh = inhibitors of CD11b/CD18 adhesion to fibrinogen, primary screen, K562 cells, luminescence; inhibition, % at 10 µM; ATPlite luminescence; Mn2+ added to activate the integrin; hit rate 0.54% among 93,000; Integrin beta-2 (Homo sapiens) + Integrin alpha-M (Homo sapiens), P05107+P11215;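 active = primary inhibition of 50% or more at 10 µM, then 40% or more on retest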; also: some results filed as inactive read as strong as hits
# ERb SRC1 inh = inhibitors of ERβ-SRC1 coactivator interaction, primary screen, biochemical, TR-FRET, ERβ LBD, SRC-1 peptide | Estrogen receptor beta (Homo sapiens), Q92731 | TR-FRET ER-beta LBD / SRC1-Cy5 peptide binding; receptor agonist-loaded with 1 µM estradiol | inhibition, % at 25.6 µM | hit rate 1.3% among 86,000;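 active = compounds whose percent inhibition of the receptor-coactivator binding signal exceeds about 50% in the single-dose screen, limit read from the data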;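 also: 0% = receptor plus peptide wells without compound and 100% = peptide-only wells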
# Mac1 fbg enh = enhancers of CD11b/CD18 adhesion to fibrinogen, primary screen, K562 cells, luminescence; Integrin beta-2 (Homo sapiens) + Integrin alpha-M (Homo sapiens), P05107+P11215; ATPlite luminescence; activation, % at 10 µM; hit rate 0.07% among 93,000;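 active = 10 µM primary screen giving 50% or more activity, confirmed by 40% or more on retest at that dose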; also: strong numbers were not always called active; reference of the scale not given here
# PLAP act = PLAP enzyme activators, biochemical, luminescence, HTS; purified PLAP enzyme, luminescent substrate read-out; active compounds read high; hit rate 1.2% among 96,000; activation fold at 20 µM; AID 696, 2007; in the data active = activation fold above about 2
# ERa coact pot = enhancers of ERα–SRC-1 coactivator binding, primary screen, biochemical, TR-FRET, ERα LBD, low estradiol; TR-FRET ERalpha-LBD/SRC-Cy5 coactivator binding, 2 h; 100 = basal binding, no effect; AID 639, 2007; hit rate 1.3% among 86,000; Estrogen receptor (Homo sapiens), P03372; coactivator binding (% of control), % at 25.6 µM; in the data active = activity above about 200%;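 also: binding measured in presence of low estradiol as agonist stimulus; 0% = peptide alone without receptor and 100% = receptor with peptide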
# ERa SRC1 inh = ERα–SRC-1 coactivator interaction inhibitors, primary screen, biochemical, TR-FRET, ERα LBD, estradiol-bound; TR-FRET ER-alpha LBD / SRC-1 peptide; inhibition, % at 25.6 µM; hit rate 1.7% among 86,000; Estrogen receptor (Homo sapiens), P03372; AID 629, 2007; in the data active = inhibition above about 50%;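 also: 0% = receptor plus peptide control and 100% = peptide only without receptor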
# E coli WT exp = growth inhibitors of wild-type E. coli, primary screen, strain BW25113, expanded library, OD600; OD600 absorbance; growth inhibition, % at 100 µM; hit rate 0.15% among 98,000;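 active = growth inhibition above about 50% at one test dose, limit read from the data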;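 also: growth measured after 20 h incubation at 37 °C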
# FAK inh = FAK kinase inhibitors, primary screen, biochemical; inhibition, %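 (tested at 7 µM)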; biochemical FAK kinase activity assay; Focal adhesion kinase 1 (Homo sapiens), Q05397; hit rate 0.84% among 97,000; in the data active = inhibition above about 19%;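 also: 0% = DMSO and 100% = reference compound high control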
# Target sequence (Q05397 whole entry, looked up): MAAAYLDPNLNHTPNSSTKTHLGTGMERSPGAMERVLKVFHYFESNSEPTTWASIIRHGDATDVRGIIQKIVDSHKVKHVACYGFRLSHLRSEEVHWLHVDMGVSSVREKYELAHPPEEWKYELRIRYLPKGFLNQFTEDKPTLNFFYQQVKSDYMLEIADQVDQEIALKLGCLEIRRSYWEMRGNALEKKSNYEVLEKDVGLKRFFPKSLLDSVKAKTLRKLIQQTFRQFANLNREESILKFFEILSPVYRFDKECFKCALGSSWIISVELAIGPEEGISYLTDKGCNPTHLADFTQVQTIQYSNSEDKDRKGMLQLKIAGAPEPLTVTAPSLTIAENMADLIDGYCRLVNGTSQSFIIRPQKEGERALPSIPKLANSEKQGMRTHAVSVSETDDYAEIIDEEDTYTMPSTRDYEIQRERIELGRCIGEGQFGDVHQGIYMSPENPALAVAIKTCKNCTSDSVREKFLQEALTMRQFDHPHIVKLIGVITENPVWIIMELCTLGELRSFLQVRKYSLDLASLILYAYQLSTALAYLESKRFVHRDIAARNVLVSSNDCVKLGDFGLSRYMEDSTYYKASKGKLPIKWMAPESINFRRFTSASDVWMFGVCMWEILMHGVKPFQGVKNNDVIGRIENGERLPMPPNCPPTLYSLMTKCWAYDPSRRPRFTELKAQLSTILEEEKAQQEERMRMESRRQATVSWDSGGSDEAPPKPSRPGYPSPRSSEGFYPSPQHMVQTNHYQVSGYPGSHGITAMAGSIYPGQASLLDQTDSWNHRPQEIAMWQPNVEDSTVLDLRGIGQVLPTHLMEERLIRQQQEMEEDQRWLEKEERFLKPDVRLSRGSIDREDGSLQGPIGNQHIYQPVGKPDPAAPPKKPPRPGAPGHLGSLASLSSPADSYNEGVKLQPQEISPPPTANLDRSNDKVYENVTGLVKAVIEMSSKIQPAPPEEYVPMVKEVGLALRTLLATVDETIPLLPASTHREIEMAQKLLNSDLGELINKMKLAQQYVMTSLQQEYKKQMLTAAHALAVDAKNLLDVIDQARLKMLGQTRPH
# Active calls of the source: *; . = not tested or not shown; [ ] = another dose, or the depositor's remark. Only part of the results is shown; the hit share may differ from the screen's.
SMILES,MT1-MMP txn act,CD11b adhes inh,ERb SRC1 inh,Mac1 fbg enh,PLAP act,ERa coact pot,ERa SRC1 inh,E coli WT exp,FAK inh
CCn1c(=O)cc(OCC(=O)N2CCC3(CC2)OCCO3)c2ccccc21,1.2,-14,-5,-1,1.3,118,1,5,10
C=CCn1c(O)c(C(CC)=Nc2ccc(N(CC)CC)cc2)c(=O)[nH]c1=O,0.9,-8,.,0,0.9,.,.,2,0
CC(=NCc1cccnc1)c1c(O)n(C2CCCCC2)c(=O)[nH]c1=O,1,-22,-1,-1,1,115,-15,-5,0
CCCCCCn1c(=O)c(C(=O)Nc2c(C)n(C)n(-c3ccccc3)c2=O)c(O)c2ccccc21,1.4,.,-12,.,.,81,2,.,.
C1CNC2NCCNC2N1 (stereo not drawn),1,-5,-11[fluorescence artefact?],-1,1,118,-5,1,4
Cc1[nH]c2ccccc2c1CCN,1.3,.,-5,.,.,93,0,.,1
N#CC1=C(N)Oc2c(c(=O)oc3ccccc23)C1c1cccnc1 (stereo not drawn),1.2,1,-20,0,1,101,-24,6,.
O=C(N/N=C1/CN2CCC1CC2)c1cc2ccccc2cc1O,1.2,.,-1,.,1.1,122,-3,3,0
CN(C=O)CP(=O)(O)CN(C)C=O,1.1,11,10[fluorescence artefact?],3,1.1,111,11,0,2
C[N+]12CN3CN(CN(C3)C1)C2,1.2,6,2,-3,1,119,-7,-4,-2
O=C(c1cc(Br)ccc1Cl)N1CCC2(CC1)OCCO2,1,-1,-5,-4,1.2,127[fluorescence artefact?],5,-7,-1
O=C(c1ccc2nc(-c3ccco3)c(-c3ccco3)nc2c1)N1CCC2(CC1)OCCO2,1.1,-3,76*[fluorescence artefact?],-3,1.2,39[fluorescence artefact?],56*[fluorescence artefact?],1,.
COC(=O)c1cc(COc2cc(C)cc3oc(=O)c4c(c23)CCC4)c(C)o1,1,0,5,-3,1,114,10,.,.
CCCNC(=O)c1c(N)n(CC2CCCO2)c2nc3ccccc3nc12 (stereo not drawn),1,15,15,1,1.7,71[fluorescence artefact?],12,12,15
CCCCOc1ccc(CN2CCN(CC)CC2)cc1,1.1,-2,-8,-2,0.9,104,-13,3,1
COc1ccc(Cn2c(N)c(C(=O)NCc3ccco3)c3nc4ccccc4nc32)cc1,1.1,.,39,.,1.5,81[fluorescence artefact?],73*,-13,3
COc1ccc(C2(C#N)CC[N+](C)(C)CC2)cc1,.,-2,.,-1,1,.,.,4,-8
CCC(C)NC(=O)c1c(N)n(Cc2ccc3c(c2)OCO3)c2nc3ccccc3nc12 (stereo not drawn),1,-2,.,2,1.7,.,.,-8,2
CCc1nc2ccccc2c(=O)n1-c1cccc(OC)c1,1.1,18,-3,-3,1.1,122,-3,0,1
CCn1c(O)c(C=NCc2cccs2)c(=O)[nH]c1=O,1.1,-33,-7,2,1,99,1,-7,1
O=C1C2CCCN2C(c2ccc(Cl)cc2)N1c1ccccn1 (stereo not drawn),1.3,24,-3,-1,1.5,121,3,9,-3
O=C(c1ccccc1F)c1cn(CC(=O)N2CCOCC2)c2ccccc12,1.1,.,-8,.,0.9,110,-9,-11,-3
N=c1n(CCO)c2ccccc2n1Cc1ccccc1,1.1,-4,-6,1,0.9,106,-4,15,-3
O=C(C1CCCO1)N1CCC2(CC1)OCCO2 (stereo not drawn),1.2,-6,-26[fluorescence artefact?],1,1.1,104,-28,-5,0
Cc1cc(C)c(S(=O)(=O)NCC2CCC(C(=O)N3CCC4(CC3)OCCO4)CC2)c(C)c1 (stereo not drawn),.,-6,-12,-4,1.7,99,9,5,-1
CCS(=O)(=O)N1CCC(C(=O)N2CCC3(CC2)OCCO3)CC1,1.1,-4,1[fluorescence artefact?],1,0.9,87,-4,4,1
CC1CCC(NCCc2ccc3c(c2)OCO3)CC1 (stereo not drawn),1.3,1,0,2,0.8,120[fluorescence artefact?],-3,7,0
CCN(CC)Cc1c[nH]c2ccccc12,1.1,64,-2,4,0.9,114,-11,-4,-3
C=CCN1C(=O)NC(=O)/C(=C/c2cnc(SC)nc2)C1=O,.,3,.,-2,1,.,.,-3,-1
COc1cc2ccccc2cc1C(=O)Nc1ccc(Cc2ccncc2)cc1,.,37,.,-6,1.8,.,.,-29,4
C=CCn1c(O)c(C(C)=NCCc2ccccc2)c(=O)[nH]c1=O,1,-1,-15,0,1.2,101,0,6,1
CN(C)CCN=Cc1c(O)n(-c2cccc(C(F)(F)F)c2)c(=O)[nH]c1=O,1.2,9,-8,-1,1.1,127,-9,-3,.
C=C1C(O)(c2ccccc2)C2CC[N+]1(C)CC2 (stereo not drawn),1,6,1[fluorescence artefact?],0,1.2,101[fluorescence artefact?],-13,-3,-1
O=C1NC(=O)C(CCc2ccncc2)(c2ccccc2)C(=O)N1,1.1,-7,.,1,1,.,.,1,5
Cc1cc(OCC(=O)O)c2c3c(c(=O)oc2c1)CCCC3,1.2,8,12,-2,1.1,102,32,2,-1
COc1ccc(CCC(=O)N2CCC3(CC2)OCCO3)cc1,1.3,-1,-5,-2,1.1,147[fluorescence artefact?],-12,-1,1
CN(C)CCc1nc2ccccc2c(=O)n1-c1ccccc1,1.5,-42,-6[fluorescence artefact?],3,0.9,115[fluorescence artefact?],12,-7,1
COc1ccc(CCNCc2ccccc2F)cc1OC,1.1,.,-4[fluorescence artefact?],.,.,108,-4[fluorescence artefact?],.,-1
CCC(=NCc1ccc(F)cc1)c1c(O)n(C)c(=O)n(C)c1=O,1.1,26,-3,-6,1.5,115,-10,-1,6
CCOC(=O)C1=C(C)OC(N)=C(C#N)C12C(=O)Nc1ccc(C)cc12 (stereo not drawn),1.1,-6,1[fluorescence artefact?],-1,1.4,116,-1,0,0
Cc1cc(C)nc(-n2c(C)nc3cc(Cl)ccc3c2=O)c1,0.9,-18,1,-3,0.9,93,3,1,-1
COc1ccc2c(c1)c(C(=O)CN1CCN(C)CC1)c(C)n2Cc1ccccc1,1,1,-5,-4,1.7,105,-5,10,11
COc1ccccc1N=C1SCCCN1C,1.1,6,-3,2,1.2,118,-9[fluorescence artefact?],2,.
Cc1nc2ccccc2c(=O)n1-c1ccc(F)cc1,1.1,-4,4,3,1,109,-14,-3,.
CCSc1cc(C2C(C#N)=C(N)Oc3n[nH]c(C)c32)c(C)o1 (stereo not drawn),1.2,-8,0[fluorescence artefact?],2,1.6,69,-4,3,4
Cc1cc(N2C(=O)C3CCCN3C2c2cccc(Cl)c2)no1 (stereo not drawn),1,.,10,.,.,114,4,-8,-2
N=C1c2ccccc2CN1NC(=O)c1ccc(F)cc1,.,-11,.,2,1,.,.,1,0
CCOc1ccc(CN(CCCl)CCCl)cc1C(=O)OC,1.3,.,-10,.,1.1,97,-2,-2,-3
Cc1c(N=Cc2c(O)n(Cc3ccc(F)cc3)c(=O)[nH]c2=O)c(=O)n(-c2ccccc2)n1C,1.1,-10,-3,0,1.6,101,-3,-13,0
CC1(C)COC(Nc2cccc(Cl)c2)=N1,1.2,-12,-1,-4,0.8,101,3,-11,0
# (next part)
SMILES,MT1-MMP txn act,CD11b adhes inh,ERb SRC1 inh,Mac1 fbg enh,PLAP act,ERa coact pot,ERa SRC1 inh,E coli WT exp,FAK inh
CC(=O)Nc1ccc(S(=O)(=O)NC(CC(=O)N2CCC3(CC2)OCCO3)C(C)C)cc1 (stereo not drawn),1.1,-27,3,7,0.9,102,-3,2,.
Cc1cc(C)n2c(Br)c(CN3CC4CC(C3)c3cccc(=O)n3C4)nc2n1 (stereo not drawn),1,.,2,.,.,114,-9,.,.
Nc1ccccc1C(=O)OC1CSC1,1.2,-22,9,-3,0.9,113,22,6,-5
Cn1cc(C(=O)c2ccccc2)c2ccccc21,1,6,-6,-1,0.8,106,-7,6,3
COc1cccc(N2C(=O)NC(=O)C3(Cc4cc(C)ccc4N(C)C3)C2=O)c1 (stereo not drawn),1.2,-8,11[fluorescence artefact?],2,1.6,95,8,1,-3
CN(C)P1(N(C)C)=NC(C(F)(F)F)=NC(C(F)(F)F)=N1,1.2,1,1[fluorescence artefact?],9,1.4,108[fluorescence artefact?],6[fluorescence artefact?],7,.
COc1cc(OC)c(OC)cc1CNCCc1ccc(OC)c(OC)c1,1.1,-20,-4[fluorescence artefact?],3,0.8,103,10,4,.
CC(C)CCn1c(N)c(C(=O)NCc2cccs2)c2nc3ccccc3nc21,1.1,22,16[fluorescence artefact?],-2,1,96,3,-10,23*
CC1CC2(O)c3nonc3CCC2N1O (stereo not drawn),0.9,-9,17[fluorescence artefact?],-5,1,100,-3,.,-3
CCC(=NCCN1CCOCC1)c1c(O)n(-c2ccccc2C)c(=O)[nH]c1=O,1.1,35,1[fluorescence artefact?],4,1.1,152,-3,-1,6
Cn1c(=O)cc(OCC(=O)N2CCC3(CC2)OCCO3)c2ccccc21,1.3,.,-28,.,1.1,98,-48,2,.
